Screening data (PubChem BioAssay)
CCHF vOTU inh: blocks the CCHF virus ovarian tumor domain protease. CCHFV vOTU protease, Pep-AMC fluorescence. inhibition, % at 11.5 µM. actives 0.55% (n = 370,000). AID 651958; in the data active = inhibition above about 30%; also: 0% = vehicle wells with enzyme and 100% = no enzyme wells
PrPC surface inh: cell surface PrPC inhibition, primary TR-FRET screen; P04156; TR-FRET read-out; inhibition, % at 13.8 µM; actives 0.43% (n = 370,000); AID 720596; in the data active = inhibition above about 24%; also: 0% = median of the test wells and 100% = reference compound wells
Starred values were filed as active, the others as inactive; & = joins results of further samples. These rows are one share of the data. The share of hits here may be higher or lower than overall.

SMILES | CCHF vOTU inh | PrPC surface inh
O=C(NN=Cc1cccc(OCc2ccccc2)c1)c1cc(-c2ccc(Cl)cc2)n[nH]1 | 4 | 13
CCCN(CC1CC1)C(=O)CNc1nnnn1-c1ccccc1 | 4 | 3
CN(C)c1ccc(NC(=O)NC2CCCCN(Cc3ccc(Cl)cc3)C2=O)cc1 (stereo unspecified) | 17 | 19
COc1ccc2c(c1)CN1CN(CC(C)C)S(=O)(=O)CC21 (stereo unspecified) | -10 | 4
CC(C)CN1C[C@@H]2CSCCS(=O)(=O)N2C1=O | -10 | -5
CN1C(=O)C[C@@](C#N)(C(=O)N2CCOCC2)[C@H]1c1ccccc1 | -3 | -5
O=C(NCc1ccc(C(=O)N2CCCN(Cc3ccccc3)CC2)cc1)c1cccc(Br)c1 | 16 | -3
COc1ccc(N2CCN(CCNS(=O)(=O)c3ccc(F)cc3)CC2)cc1 | -8 | -3
CC(c1ccccc1)n1cc(C(=O)N2CCCN(Cc3ccccc3)CC2)nn1 (stereo unspecified) | 6 | 8
CCCC1CCC2(CCC(=O)N2CCC#N)CC1 (stereo unspecified) | 0&-3 | 10&-2
COC(=O)[C@]12C[C@H](CC(=O)N3CCN(C(=O)C4CC4)CC3)C(=O)N(CCc3ccc(OC)c(OC)c3)C1=C[C@H](C(C)(C)C)O[C@@H]2C | 1 | -6
Cc1cc(NS(=O)(=O)C2CCN(C(=O)Cc3ccc(Cl)c(Cl)c3)CC2)no1 | 1 | 9
COC(=O)C[C@@H]1CC[C@H]2[C@H](COc3ccc(NC(=O)c4cccc(C(F)(F)F)c4)cc3C(=O)N2C)O1 | -4 | -4
Cc1cccc(CCNC(=O)Cn2nc(-c3ccccc3)ccc2=O)c1 | -5 | -10
Cc1ccc(NC(=O)C2CCCN(c3nnc(-n4cccc4)s3)C2)c(C)c1 (stereo unspecified) | 2 | -4
C/C(C=NNC(=O)c1cc(-c2ccc(Cl)cc2)n[nH]1)=C\c1ccccc1 | 11 | 11
Cc1ccccc1C(=O)N(Cc1ccccn1)CC1CCCO1 (stereo unspecified) | 2 | 1
CC(COc1ccc(C#N)c(F)c1)CN1CCC(C(O)(c2ccccc2)c2ccccc2)CC1 (stereo unspecified) | 0 | -8
O=S1(=O)CC2c3ccc(F)cc3CN2CN1C1CCCC1 (stereo unspecified) | 12 | -9
CCC(C)[C@@H](C(=O)OC)N(Cc1cn(Cc2ccccc2)nn1)S(=O)(=O)c1ccccc1Br (stereo partly specified) | 2 | 17
CCOC(=O)[C@@]12CCC3=C1N(CCC3)C(=O)[C@H](CC(=O)N1CCOCC1)C2 | -1 | -5
COC(=O)[C@]12C[C@H](CC(=O)N3CCCC3)C(=O)N(Cc3cccc4ccccc34)C1=C[C@H](C1CCCC1)O[C@@H]2C | 7 | 15
C/C=C/C=C/C(=O)N1C[C@H](C)N(C)C[C@H]1C | 7 | -9
Cc1onc(-c2ccc(Cl)cc2)c1-c1ccn(S(=O)(=O)c2ccccc2Cl)n1 | -4 | 4
Cc1cccc(-c2nnc(SCC(=O)Nc3ccc(OCc4ccccc4)cc3)n2Cc2ccco2)c1 | 17 | 15
CCOC(=O)[C@@]12CCC3=C1N(CCC3)C(=O)[C@H](CC(=O)NCC1CCCCC1)C2 | 1 | 12
C=CC(=O)NC1CCCCN(CC)C1=O (stereo unspecified) | 9 | 2
C=CCn1c(SCC(=O)C(C)(C)C)nnc1-c1ccc(Cl)cc1 | 3 | 9
Cc1ccc(NC(=S)NNC(=O)CSc2nnc(SCc3cccc4ccccc34)s2)cc1 | 9 | 1
COc1ccc(CN2CCC(CNC(=O)Nc3ccc(Cl)cc3)CC2)cc1 | -4 | -10
CC1(NC(=O)c2ccc(C#Cc3cccc(F)c3)cn2)COC1 | -1 | 2
CCOC(=O)[C@@]12CCCC3=C1N(CCC3)C(=O)[C@H]2CC(=O)N1CCCCC1 | -8 | 5
O=C(CNS(=O)(=O)c1cccs1)N1CCN(c2ncccn2)CC1 | -1 | 2
O=C(Nc1ccccc1)OCCN1C(=O)CCC12CCC(c1ccccc1)CC2 (stereo unspecified) | 5 | -6
CCOC(=O)[C@]12CCCC3=C1N(CCC3)C(=O)[C@@H](CC(=O)NCc1cccc3ccccc13)C2 | -5 | 5
O=CN1CCN(C(=O)C2CCN(c3ncnc4c3sc3cccc(F)c34)CC2)CC1 | 8 | 10
CN(CCO)C1CN(Cc2cn(Cc3ccccc3C(F)(F)F)nn2)S(=O)(=O)C1 (stereo unspecified) | 2 | -7
COc1cc(C=NNC(=O)CN2CCN(Cc3ccc(C)cc3)CC2)cc(OC)c1O | -3 | -4
C[C@@H]1ON(C)[C@H]2C[C@H]3c4[nH]c5c(-c6ccccc6F)cccc5c4CCN3C[C@@H]12 | 7 | -3
CCOC(=O)NC[C@@]1(C(=O)OC)CC(=O)N(C)[C@@H]1c1ccccc1 | -4 | -4
O=S(=O)(CC1NCc2ccccc21)NCCc1ccccc1 (stereo unspecified) | 16 | 4
CC(=O)c1cc(-c2ccc([N+](=O)[O-])cc2)c(=O)n2c1CCC2 | -2 | -32
COC(=O)[C@]12CCCCC=C1N(Cc1ccc(OC)cc1)C(=O)[C@@H]2CC(=O)NCc1ccc(C)o1 | 6 | 1
C=C1CCC2C(C)(C)CCC[C@]2(C)[C@H]1CC1=C(O)C(=O)C(CO)=CC1=O (stereo partly specified) | 17 | 2
COc1ccc2c(c1)CCCN2C(=O)C1CCCN(S(=O)(=O)c2ccc(Br)s2)C1 (stereo unspecified) | 0 | -1
CCCCCn1nnnc1C1(C)CCCC(=O)N1Cc1ccco1 (stereo unspecified) | -6 | -6
COc1cccc(/C=C2\CC3(OC(=O)C(C)(C)C)CCCN2C3)c1 (stereo unspecified) | 4 | -4
CC(C)(C)OC(=O)NCc1ccccc1/C=C/S(=O)(=O)NCc1ccc(F)cc1 | 11 | 5
Cc1ccccc1N1CCN(C(=O)COc2cc(=O)n(C)c3ccccc23)CC1 | -5 | 5
Cn1c(SCC2CCCCC2)nnc1-c1ccco1 | 1 | 4
CC(=O)N1CCN(c2cc(C)nc3nc(C)nn23)CC1 | -2 | 1
CCCCN1CCN(C(=O)C2CCCN(C(=O)c3ccc4c(c3)NC(=O)CS4)C2)CC1 (stereo unspecified) | 1 | 5
CC(=O)N1CCCN(S(=O)(=O)c2ccc3c(c2)c(=O)n(C)c(=O)n3C)CC1 | -1 | -2
NC(=O)C(c1ccccc1)(c1ccccc1)[C@@H]1CCN(CCc2ccc3c(c2)CCO3)C1 | -6 | -17
COc1ccc(-n2c(SCC(=O)N3CCCCC3C)nnc2-c2ccncc2)cc1 (stereo unspecified) | -4 | -3
COc1ccc2c(C(C)c3ccc(N)cc3)cn(C)c2c1 (stereo unspecified) | 10 | 11
CC1(c2nnnn2-c2ccc3ccccc3c2)CSCC(=O)N1C1CC1 (stereo unspecified) | -6 | 4
COC(=O)[C@]12C[C@H](CC(=O)N3CCOCC3)C(=O)N(Cc3ccccc3)C1=C[C@H](COCc1ccccc1)O[C@@H]2C | -2 | 6
CCCCOCCCNC(=O)C[C@H]1C[C@@]2(C(=O)OC)C(=C[C@H](C(C)C)O[C@@H]2C2CC2)N(Cc2ccc(Cl)cc2Cl)C1=O | 28 | 3
CCCCN(C)C(=O)c1ccc2c(c1)NC(=O)C(C)(C)O2 | -3 | -2

Following part.
SMILES | CCHF vOTU inh | PrPC surface inh
CCOC(=O)C1=NOC(C(=O)NCCO)(C(=O)C2CC2)C1 (stereo unspecified) | 5 | 3
CCOC(=O)[C@]12CCCC=C1N(CCCOC)C(=O)[C@@H]2CC(=O)NCc1cccc(C(F)(F)F)c1 | 9 | -3
CC(=O)c1cc(-c2cccc([N+](=O)[O-])c2)c(=O)n2c1CCC2 | -6 | -23
COC(=O)C[C@@H]1CC[C@H]2[C@@H](COc3ccc(NC(=O)Nc4ccccc4)cc3C(=O)N2C)O1 | 2 | 3
COC(=O)[C@]12C[C@H](CC(=O)NCCCN3CCCC3=O)C(=O)N(Cc3cccc4ccccc34)C1=C[C@H](COCc1ccccc1)O[C@@H]2C | -1 | -4
CC[C@@H](CCCCCC#N)CCC(=O)N(c1ccccc1)c1ccccc1 | 18 | 5
COC[C@H]1CCCN1c1ccc2c(c1)O[C@H]1CCN(C1)S2(=O)=O | -5 | 4
CC(=O)c1cc(-c2cccc(C#N)c2)c(=O)n2c1CCC2 | 0 | -6
CCOc1ccc(-n2c(COc3ccccc3)nnc2SCC(=O)Nc2ccc(OCc3ccccc3)cc2)cc1 | -3 | 7
N#Cc1ccc(NCCCN2CCC(C(O)(c3ccccc3)c3ccccc3)CC2)cc1 | 12 | -13
CCCCNC(=O)C[C@@H]1C(=O)N(CCc2ccc(Cl)cc2)C2=CCCC[C@]21C(=O)OCC | 10 | -4
O=C(O)c1ccc(C#Cc2cccc(F)c2)cn1 | -2 | -5
CCOC(=O)Cn1cc(CN2C(C(=O)OC)CN(CCO)CCS2(=O)=O)nn1 (stereo unspecified) | -5 | 5
O=C(Cn1nnc(-c2ccc(N3CCOCC3)cc2)n1)c1ccc(F)cc1 | -3 | 1
c1ccc(-c2cc(-c3nnc4sc(Cc5cccs5)nn34)[nH]n2)cc1 | 1 | -3
O=C(CSc1nc2ccccc2o1)NN=C/C=C\c1ccccc1[N+](=O)[O-] | 3 | -1
O=C(Nc1c(-c2ccc(F)cc2)nc2ncccn12)C1CC1 | -59 | 1
O=S1(=O)c2c(cccc2N2CCC[C@@H]2CO)O[C@@H]2CCN1C2 | 5 | -8
Cc1ccccc1N=Nc1c(N)[nH]n(-c2ccccc2)c1=O | 6 | -6
O=C(CCCC1=NS(=O)(=O)c2ccccc2N1)N1CCN(c2ccccc2Cl)CC1 | -2 | 8
COc1ccc(-c2noc(C3CCCN(C(=O)N[C@@H]4C[C@H]4c4ccccc4)C3)n2)cc1 (stereo partly specified) | 4 | 2
COc1ccc(S[C@]2(C(=O)N(C)C)CC(=O)N(c3ccccc3)[C@@H]2c2ccc(OC)cc2)cc1 | -5 | 2
COc1ccc(Cn2ccc3ccc(-c4ccc5ccn(Cc6ccc(C#N)cc6)c5c4)cc32)cc1 | 3 | 5
C[C@@H]1CCN(C2CC2)S(=O)(=O)c2c(cccc2N2CC[C@H](N(C)C)C2)O1 | 12 | -6
CCOC(=O)Cn1cc(CN2CCS(=O)(=O)N(Cc3ccc(Cl)cc3)C(C(=O)OC)C2)nn1 (stereo unspecified) | -6 | -4
COC(=O)[C@]12C[C@H](CC(=O)N3CCN(C(=O)C4CC4)CC3)C(=O)N(Cc3ccc4c(c3)OCO4)C1=C[C@H](C(C)C)O[C@@H]2C1CC1 | 4 | 1
Nn1c(SCC(=O)Nc2nccs2)nnc1-c1cc(-c2ccc(Cl)cc2)n[nH]1 | 3 | -1
O=C(c1cc(F)ccc1F)N1CCC(Oc2cccnc2)CC1 | 2 | 13
COC(=O)C1CN(CCc2ccccc2)CCS(=O)(=O)N1Cc1ccc(Cl)cc1 (stereo unspecified) | -1 | -3
CC1CCN(CCCNS(=O)(=O)c2cc3c(cc2Br)CCN3C(=O)C2CC2)CC1 | 0 | -1
CCn1c(SCC(=O)Nc2ccccc2-c2ccccc2)nnc1-c1ccc(C)cc1 | 0 | 2
C#CCNC(=O)C[C@H]1C[C@@]2(C(=O)OC)C(=C[C@H](COCc3ccccc3)O[C@@H]2C)N(Cc2cccc3ccccc23)C1=O | 4 | -8
O=C(CCc1ccccc1)N[C@H]1[C@H](OC(=O)c2ccc3ccccc3n2)CCC[C@@]12C(=O)N(Cc1ccccc1)c1ccccc12 | 7 | 13
O=C(NCc1ccc(Cl)cc1)C1CCCN(c2nc3ccccc3o2)C1 (stereo unspecified) | 5 | 5
CC(C)(C)c1ccc(S(=O)(=O)N2CCC(C(=O)N3CCN(C4CCCCC4)CC3)CC2)cc1 | 7 | 4

Filtered by structure, those above with a Cl atom
SMILES | CCHF vOTU inh | PrPC surface inh
O=C(NN=Cc1cccc(OCc2ccccc2)c1)c1cc(-c2ccc(Cl)cc2)n[nH]1 | 4 | 13
CN(C)c1ccc(NC(=O)NC2CCCCN(Cc3ccc(Cl)cc3)C2=O)cc1 (stereo unspecified) | 17 | 19
Cc1cc(NS(=O)(=O)C2CCN(C(=O)Cc3ccc(Cl)c(Cl)c3)CC2)no1 | 1 | 9
C/C(C=NNC(=O)c1cc(-c2ccc(Cl)cc2)n[nH]1)=C\c1ccccc1 | 11 | 11
Cc1onc(-c2ccc(Cl)cc2)c1-c1ccn(S(=O)(=O)c2ccccc2Cl)n1 | -4 | 4
C=CCn1c(SCC(=O)C(C)(C)C)nnc1-c1ccc(Cl)cc1 | 3 | 9
COc1ccc(CN2CCC(CNC(=O)Nc3ccc(Cl)cc3)CC2)cc1 | -4 | -10
CCCCOCCCNC(=O)C[C@H]1C[C@@]2(C(=O)OC)C(=C[C@H](C(C)C)O[C@@H]2C2CC2)N(Cc2ccc(Cl)cc2Cl)C1=O | 28 | 3
CCCCNC(=O)C[C@@H]1C(=O)N(CCc2ccc(Cl)cc2)C2=CCCC[C@]21C(=O)OCC | 10 | -4
O=C(CCCC1=NS(=O)(=O)c2ccccc2N1)N1CCN(c2ccccc2Cl)CC1 | -2 | 8
CCOC(=O)Cn1cc(CN2CCS(=O)(=O)N(Cc3ccc(Cl)cc3)C(C(=O)OC)C2)nn1 (stereo unspecified) | -6 | -4
Nn1c(SCC(=O)Nc2nccs2)nnc1-c1cc(-c2ccc(Cl)cc2)n[nH]1 | 3 | -1
COC(=O)C1CN(CCc2ccccc2)CCS(=O)(=O)N1Cc1ccc(Cl)cc1 (stereo unspecified) | -1 | -3
O=C(NCc1ccc(Cl)cc1)C1CCCN(c2nc3ccccc3o2)C1 (stereo unspecified) | 5 | 5

Shown with tabs: part of the list above
SMILES	CCHF vOTU inh	PrPC surface inh
CCOC(=O)Cn1cc(CN2CCS(=O)(=O)N(Cc3ccc(Cl)cc3)C(C(=O)OC)C2)nn1 (stereo unspecified)	-6	-4
Nn1c(SCC(=O)Nc2nccs2)nnc1-c1cc(-c2ccc(Cl)cc2)n[nH]1	3	-1
